Screening results (PubChem BioAssay)
PV pol inh: poliovirus RNA polymerase inhibition; actives 0.66% (n = 150,000); poliovirus polymerase elongation, fluorescence polarization; stronger effect = lower value; % elongation, % (compound at 16.7 µg/mL); in the data active = % elongation below about 90%; also: some results filed as inactive read as strong as hits
Target sequence (P03300 1749-2209 limits assumed): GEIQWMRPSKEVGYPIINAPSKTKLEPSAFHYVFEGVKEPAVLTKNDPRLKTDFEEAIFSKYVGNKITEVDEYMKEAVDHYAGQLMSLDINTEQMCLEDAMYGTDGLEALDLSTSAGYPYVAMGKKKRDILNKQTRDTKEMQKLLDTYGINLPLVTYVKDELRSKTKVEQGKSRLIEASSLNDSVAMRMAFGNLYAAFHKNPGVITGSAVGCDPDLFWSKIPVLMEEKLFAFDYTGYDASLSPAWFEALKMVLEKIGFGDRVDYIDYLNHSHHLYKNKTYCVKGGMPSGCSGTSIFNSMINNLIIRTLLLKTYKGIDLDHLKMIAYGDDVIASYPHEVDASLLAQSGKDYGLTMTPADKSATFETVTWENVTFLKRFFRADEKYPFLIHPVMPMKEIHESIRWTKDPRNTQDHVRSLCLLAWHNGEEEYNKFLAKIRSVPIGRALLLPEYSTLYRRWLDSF
PV pol inh FP z-score: further read-out of PV pol inh, marked with its call; z-score; measured here: FP z-score; hits read low
Starred values were filed as active, the others as inactive.

Below each compound – PV pol inh, PV pol inh FP z-score
> CCC(=O)N1c2ccccc2CC1C(=O)NCCc1ccc(Cl)cc1 (configuration not stated)
    109, 0.7
> N#Cc1ccc(-c2csc(-c3ccc(C4SCCS4)cc3)n2)cc1
    106, 0.5
> COc1cc(OC)cc(-c2nc3c4ccccc4[nH]c(=O)n3n2)c1
    100, -0.2
> COc1ccc(C2C(C(=O)N3CCC(C)CC3)c3ccccc3C(=O)N2C)cc1 (configuration not stated)
    100, -0.1
> COc1cccc(/C=N/NC(=O)CN2CC(c3ccccc3)CC2=O)c1OC (configuration not stated)
    102, -0.1
> O=C(CNC(=O)c1cccc(Cl)c1)Nc1ccc(Br)cc1C(=O)c1ccccc1
    105, 1.1
> C/C=N/NC(=O)CSc1nc2ccccc2s1
    100, -0.8
> CCOc1ccc(S(=O)(=O)c2c(C(=O)c3ccc(C)c(C)c3)cnc3ccccc23)cc1
    106, 0
> CC(C)(C)C(=O)Nc1c(Cl)sc2nccc(=O)n12
    106, 0.9
> CC(C)(C)c1ccc(-c2nc3cc(NC(=O)c4cccc(Br)c4)ccc3o2)cc1
    105, 0.3
> CCOC(=O)Cn1c(=O)oc2cc(S(=O)(=O)N(C)c3ccc(OC)cc3OC)ccc21
    100, 0
> COc1cccc2c1CCN(Cc1cccc(C)c1)C2=O
    102, 0.3
> Cc1ccc2c(c1)c1c(c(=O)n(-c3cccc(Cl)c3)c(=O)n1CC(=O)NCCC1=CCCCC1)n2C
    104, -0.2
> COC(=O)c1cc(NC(=S)NN2CCOCC2)cc(C(=O)OC)c1
    99, -0.8
> Cc1oc2cc(Br)c(O)c(Br)c2c1-c1ccccc1
    103, 0.6

7 entries from above, with tabs:
SMILES	PV pol inh	PV pol inh FP z-score
COc1cc(OC)cc(-c2nc3c4ccccc4[nH]c(=O)n3n2)c1	100	-0.2
N#Cc1ccc(-c2csc(-c3ccc(C4SCCS4)cc3)n2)cc1	106	0.5
O=C(CNC(=O)c1cccc(Cl)c1)Nc1ccc(Br)cc1C(=O)c1ccccc1	105	1.1
CCC(=O)N1c2ccccc2CC1C(=O)NCCc1ccc(Cl)cc1 (configuration not stated)	109	0.7
Cc1oc2cc(Br)c(O)c(Br)c2c1-c1ccccc1	103	0.6
CC(C)(C)C(=O)Nc1c(Cl)sc2nccc(=O)n12	106	0.9
CCOc1ccc(S(=O)(=O)c2c(C(=O)c3ccc(C)c(C)c3)cnc3ccccc23)cc1	106	0

(more compounds)
Below each compound – PV pol inh, PV pol inh FP z-score
> CCOc1ccc(OCC(=O)Nc2nnc3n2CCS3)cc1
    108, 0.1
> CCc1cccc(NC(=O)CSc2nc3ccsc3c(=O)n2CC)c1
    108, 0.5
> Cc1nn(-c2ccccc2)c2c1P(=S)(N1CCOCC1)N(C)C(c1ccccc1)=N2 (configuration not stated)
    82*, -2.5*
> CC(C)(C)c1ccc(OCc2nc3ccccc3n2CCOc2ccccc2)cc1
    105, 0
> CC1CCCC(C)N1C(=O)CCN1C(=O)C2C3C=CC(C3)C2C1=O (configuration not stated)
    105, 1.4
> Cc1onc(-c2c(Cl)cccc2Cl)c1N(C)C(=O)N1CCCCC1
    103, -0.1
> CC(NC(=O)Nc1ccc2c(c1)N(C)C(=O)c1ccccc1S2)c1ccccc1 (configuration not stated)
    102, -1
> O=c1c(NCc2ccccc2Cl)nccn1-c1ccccc1
    107, 0
> O=C(COc1ccc(Cl)cc1)Nc1ccc2c(c1)CCCN2C(=O)C1CC1
    101, -0.4
> N#CCSc1nnc(C2COc3ccccc3O2)o1 (configuration not stated)
    106, 0.6
> O=C1CCC(c2ccc(Br)cc2)=NN1
    100, -0.4
> CC(C)NC(=O)Nc1cccc(Cl)c1
    98, -0.5
> CC(=O)c1ccc(N2CCN(C(=O)CCC(=O)Nc3ccc4nc(N5CCCCC5)cc(C)c4c3)CC2)cc1
    107, 0.3
> Cc1cnc2c(c1SCC(=O)NCc1ccc(F)cc1)c(=O)n(C)c(=O)n2C
    111, 1
> NNc1ccc(Cl)c(Cl)c1
    96, -1.5

New compounds follow:
Below each compound – PV pol inh, PV pol inh FP z-score
> N#Cc1oc2ccccc2c1NC(=O)COC(=O)c1c2c(nc3ccccc13)CCCCC2
    107, 0.4
> Cc1nc2ccccc2n1C(C)C(=O)O (configuration not stated)
    100, -0.5
> CCn1cc(C(=O)NCCc2ccccc2)c(=O)c2cc(S(=O)(=O)N3CCCCCC3)ccc21
    105, 0.1
> O=C(Cn1c(=O)oc2cc(S(=O)(=O)NC3CCCC3)ccc21)NCc1ccc(F)cc1
    103, 1.4
> C/C=C/c1c(F)c(F)c(Oc2ccc(C(=O)O)cc2)c(F)c1F
    103, 0.7
> O=C1NC2=C(CCc3ccccc32)C(c2ccccc2)N1 (configuration not stated)
    100, -0.4
> O=C(COc1cccc2ccccc12)N1CCN(S(=O)(=O)c2ccc3c(c2)OCCO3)CC1
    103, 0.2
> CCC(=O)Nc1ccc2c(c1)ncn2C(C)(C)C
    104, 0.1
> Cc1ccc(CCNC(=O)C2CCN(S(=O)(=O)c3ccc4c(ccn4C)c3)CC2)cc1
    110, 1
> CCCn1c(=O)c2[nH]cnc2n(-c2ccccc2C)c1=O
    108, 0.9
> COc1ccc(C(CN)CC(=O)O)cc1 (configuration not stated)
    104, 0.4
> NS(=O)(=O)c1ccc(Nc2nc(-c3cccs3)cs2)cc1
    100, -0.1
> COc1ccccc1OCC(=O)Nc1nnc2n1CCS2
    103, -0.9
> CCc1cccc(NC(=O)C2CCCN(c3ncnc4onc(-c5ccc(F)cc5)c34)C2)c1 (configuration not stated)
    109, 0.2
> Cn1nnc(C(O)CN2CCOCC2)n1 (configuration not stated)
    99, -0.8

Next part
Below each compound – PV pol inh, PV pol inh FP z-score
> COc1ccc(CCNC(=O)CSc2nncn3c2cc2oc(C)cc23)cc1OC
    103, 0.5
> CC(C)c1ccccc1NC(=O)CN1C(=O)CCC1=O
    107, 0.4
> O=C(Nc1ccc2nc(SCC(=O)N3CCCc4ccccc43)sc2c1)c1ccc(Cl)cc1
    106, -0.2
> CCN(CC)S(=O)(=O)c1cccc(-c2nnc(SCC(=O)Nc3cc(C)c(Cl)cc3OC)o2)c1
    101, 0.1
> CCc1ccc(C(=O)CC2OC(=O)c3c2ccc(OC)c3OC)cc1 (configuration not stated)
    107, 0.5
> Cc1ccc(S(=O)(=O)N2CCCCC2)cc1C(=O)N1C(C)CCCC1C (configuration not stated)
    99, -0.8
> Cc1ccccc1COC(=O)c1nn(-c2ccccc2)nc1N
    109, 1
> CCC1CCCCN1C(=O)CSc1nnc(-c2ccc(OC)c(OC)c2)o1 (configuration not stated)
    109, 0.9
> CCOC(=O)CN(c1ccc(C)cc1)C1SC(=O)N(Cc2cccc(C(=O)O)c2)C1=O (configuration not stated)
    101, -0.2
> Cc1sc2nc(CN3CCC(C)CC3)[nH]c(=O)c2c1C
    111, 0.7
> CC(C)Oc1ccc(C(=O)NCC(=O)N2CCN(S(=O)(=O)/C=C/c3ccccc3)CC2)cc1
    107, 0.4
> Cc1onc(C(=O)NN)c1-c1csc(-c2ccccc2)n1
    101, -0.2
> CNc1sc(C(=O)c2ccc(OC)c(OC)c2)c(N)c1C#N
    102, -0.1
> COCCNC(=O)Cn1cc2c(n1)-c1c(oc(C(=O)N3CCCC3)c1C)CC2
    103, -0.8
> CC(C)c1ccc2c(c1)c1c3c(cncn32)CCC1
    100, -0.7

(listing goes on)
Below each compound – PV pol inh, PV pol inh FP z-score
> OC(COC(c1ccc(Cl)cc1)c1ccc(Cl)cc1)CN1CCCC1 (configuration not stated)
    101, -0.4
> c1ccc(OCc2nnc3n2N=C(c2ccccc2)CS3)cc1
    93, -3.6
> Cc1nnc2c(NCCN3CCN(c4cccc(Cl)c4)CC3)nc3ccccc3n12
    100, -0.9
> O=C(OCCSC1=NS(=O)(=O)c2ccccc21)c1ccccc1
    102, 0
> Cc1ccccc1CNC(=O)CN1CCSc2ccccc21
    107, 0.1
> CCOc1ccc2ccccc2c1C=C1C(=O)N(C)C(=S)N(C)C1=O
    102, 0.2
> NC(=O)C1CCN(Cn2c(SCc3ccccc3)nc3ccccc32)CC1
    102, 0.1
> O=C(c1ccccc1F)n1c2c(c3ccccc31)CCCC2
    103, 0.3
> COc1ccccc1C1(CC(=O)O)CCOC(C)(C)C1 (configuration not stated)
    104, 0.5
> CCCn1c(C(O)(c2c(C)nn(CCO)c2N)C(F)(F)F)nc2ccccc21 (configuration not stated)
    98, -0.6
> COc1cccc(Nc2nnc(-c3cc4ccc(O)cc4oc3=O)s2)c1
    97, -2.1
> CCc1ccc(NC(=O)NC(C)c2c(-n3cccc3)sc3c2CCCC3)cc1 (configuration not stated)
    102, -0.3
> COc1ccc(C2=NS(=O)(=O)N(C)C(C(=O)N3CCC(C(N)=O)CC3)=C2)cc1
    105, 0.6
> CCSc1nnc(CNC(=O)C23CC4CC(CC(C4)C2)C3)n1CC
    101, 0.3
> Cc1ccc(N2CC(NC(=O)OCCN(C)C)CC2=O)cc1 (configuration not stated)
    104, 0.7

Later entries
Below each compound – PV pol inh, PV pol inh FP z-score
> COc1ccc(CCN2CC(=O)N3CCCC(C4=CC(=O)C=CC4=O)=C3C2=O)cc1OC
    95, -1.7
> CC(=O)N1CCCc2cc(S(=O)(=O)N3CCC(C(=O)NCc4cccc(C)c4)CC3)ccc21
    107, 0
> CCN(CC)Cn1c(=S)sc2ccccc21
    100, -0.4
> CN(C)/C=C1/C(=O)N(c2ccccc2)N=C1C(F)(F)F
    104, 0.7
> O=C(Nc1ccccc1N1CCCCC1)c1ccc2ncccc2c1
    102, 0
> CCc1ccccc1NC(=O)c1noc2c1CC(C(C)(C)C)CC2 (configuration not stated)
    104, 0.1
> CCN1C(=O)NC(=O)/C(=C\c2cn(CC(=O)O)c3ccccc23)C1=O
    105, 0.7
> CC(C)N(C(=O)Cn1cc(S(=O)(=O)Cc2ccc(C(F)(F)F)cc2)c2ccccc21)C(C)C
    125, 1.1
> Cc1cccc(CN2CCN(CC(=O)Nc3c(C)cccc3C)S2(=O)=O)c1
    113, 1.4
> Cc1c(C(=O)O)nn(-c2ccc(Cl)cc2)c(=O)c1C#N
    103, 0
> O=C1c2ccccc2C(=O)N1CSc1ncccn1
    103, 0.8
> CC(C)(CS)C(=O)N1CCC[C@@H]1C(=O)O
    100, 0
> O=C(Nc1nc2nc(-c3ccccc3)cc(-c3ccccc3)n2n1)c1ccccc1
    99, -0.5
> O=C(CN1C(=O)c2ccccc2C1=O)Nc1ccc(F)cc1
    101, -0.2
> O=C1OC2(CCCC2)OC(=O)C1=Cc1ccc(N2CCOCC2)o1
    127, 4.9

More structures
Below each compound – PV pol inh, PV pol inh FP z-score
> O=C(CSc1ccc(Cl)cc1)N1CCc2ccccc21
    99, -0.9
> O=C(O)c1ccc2oc(=O)n(Cc3ccccc3)c2c1
    110, 0.9
> Cc1cc(C)c(NC(=O)c2cc(C)nc3c2c(C)nn3-c2cccc(F)c2)c(C)c1
    117, 1.8
> Nc1ccc(Oc2ccc(C(=O)O)c(C(=O)O)c2)cc1
    102, 0.4
> Cn1nnnc1SCCCNCc1cccc(OCc2ccccc2F)c1
    101, -1.3
> O=C(O)CS(=O)(=O)Cc1ccccc1
    102, 0.2
> O=C(c1ccc(=O)[nH]n1)N1CCN(S(=O)(=O)c2ccc(Br)s2)CC1
    101, 0
> COc1ccc(C2C(C(=O)N3CCCC3)CC(=O)N2c2ccc(OC)cc2)cc1 (configuration not stated)
    100, 0.1
> N#CCn1c(COC(=O)c2ccc3c(c2)OCO3)nc2ccccc2c1=O
    108, 0.6
> O=C(O)CNS(=O)(=O)c1ccccc1
    105, 1.3
> Cc1ccc2oc(C(=O)N(Cc3sccc3C)C3CCS(=O)(=O)C3)c(C)c2c1 (configuration not stated)
    112, -0.2
> CCCN(CCC)C(=O)Cn1c(=O)n(CCCCC(=O)NCc2ccc3c(c2)OCO3)c(=O)c2ccccc21
    101, 0.2
> Cc1nnsc1-c1onc(C)c1C(N)=O
    102, -0.4
> CCCCC1(CC)NC(=S)N(c2ccc(C)c(C)c2)N1 (configuration not stated)
    101, -0.2
> CC1CCN(S(=O)(=O)c2ccc3c(c2)N(CC(=O)Nc2ccc(F)c(Cl)c2)C(=O)CO3)CC1
    122, 0.7

More compounds follow.
Below each compound – PV pol inh, PV pol inh FP z-score
> O=C(CN1CCSc2ccccc21)NC1CC1
    107, 0.7
> O=C(Cn1c(-c2ccccc2)cc2ccccc21)NC1=NCCS1
    103, 0
> CC1CCCCC1N=C1NC(C)(C)CS1 (configuration not stated)
    103, 0.5
> CS(=O)(=NS(=O)(=O)c1cc(S(=O)(=O)c2ccccc2)cs1)c1ccccc1 (configuration not stated)
    102, -0.1
> Cc1ccc(C(C)C)c(OCCn2c(CCNC(=O)c3ccco3)nc3ccccc32)c1
    103, 0.2
> CCC(C)NS(=O)(=O)c1ccc(F)c(OC)c1 (configuration not stated)
    101, -0.3
> CCOC(=O)c1cc2ccccc2nc1N
    101, -0.2
> CC(=O)N1CCCc2cc(S(=O)(=O)N3CCCC(C(=O)N4CCN(c5ccccc5F)CC4)C3)ccc21 (configuration not stated)
    103, -0.9
> CC1CCN(C(=O)Cn2cc(C=C3C(=O)N(C)C(=O)N(C)C3=O)c3ccccc32)CC1
    105, 0.6
> O=C(c1cccn2c(=O)c3cc4ccccc4cc3nc12)N1CCN(Cc2ccc3c(c2)OCO3)CC1
    73, -12
> CCc1ccccc1Nc1nc(N)nc(CN2C(=O)NC3(CCCCCC3)C2=O)n1
    102, -0.2
> CCOc1ccccc1C(=O)Nc1ccc(S(=O)(=O)Nc2nc(C)cc(C)n2)cc1
    100, -1.2
> COc1ccc(-c2cc(-c3ccccc3)nc(SCC(N)=NC#N)c2C#N)cc1
    101, -0.3
> CCOC(=O)c1ccccc1NC(=O)N1CCCN(S(=O)(=O)c2ccc3c(ccn3CC)c2)CC1
    108, 0.5
> O=c1cc(O)c2c(=O)n3c4c(cccc4c2o1)CCC3
    104, 0.5
> Cc1nn(C(C)(C)C)c(C(=O)Sc2cccc(C(F)(F)F)c2)c1Br
    108, 1.1
> O=C(CSc1nc2c(c(=O)[nH]1)CCC2)Nc1ccccc1F
    106, -0.1
> Fc1ccc(-c2nc(Nc3ccc(F)c(Cl)c3)nc3c2COc2ccccc2-3)cc1
    111, 0.2

Compound profiles, as listed above. Order of values: PV pol inh | PV pol inh FP z-score
Results for `CC(=O)N1CCCc2cc(S(=O)(=O)N3CCCC(C(=O)N4CCN(c5ccccc5F)CC4)C3)ccc21` (configuration not stated) = 103 | -0.9
Results for `Cc1nn(C(C)(C)C)c(C(=O)Sc2cccc(C(F)(F)F)c2)c1Br` = 108 | 1.1

Not all compounds are listed; the hit share may differ from the screen's.
